Screens: PubChem BioAssay, several laboratories
core dimer inh: HCV core protein dimerization inhibition; TR-FRET GST/Flag-core106 dimerization, 1536-well; inhibition, % at 5 µM; actives 0.33% (n = 300,000); AID 1899;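 active = inhibition above the mean of all tested compounds plus 3 SD, set per screening campaign, cut at about 45% in these data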
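Test system: GST/Flag-tagged HCV core106 proteins; Medium: KF-containing HEPES buffer, pH 7.45, DTT, CHAPS, BSA; Times: compound-protein-antibody incubation 4 h at 22.5 °C; Detection: TR-FRET 671 and 617 nm emission; Benchmarks: wells lacking GST-core106 and wells with excess unlabelled core106.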
Fh CTSL1 inh: counter-screen for PFM18AAP inhibitors: inhibitors of F. hepatica cathepsin L1; recombinant F. hepatica cathepsin L1, Z-Leu-Arg-MCA fluorescence; inhibition, % at 5.96 µM; actives 0.49% (n = 300,000); AID 1906;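 active = inhibition above the mean of all tested compounds plus 3 SD, set per screening campaign, cut at about 17% in these data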;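 also: 0% = plate median of test compound wells and 100% = 1 µM Z-Phe-Ala-diazomethylketone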
TPT1 inh: blocks Candida albicans tRNA 2'-phosphotransferase. recombinant caTPT1, FP RNA substrate dephosphorylation. inhibition, % at 5 µM. actives 0.81% (n = 300,000). AID 1962;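 active = inhibition above the mean of all tested compounds plus 3 SD, set per screening campaign, cut at about 24% in these data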;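 also: plate controls were DMSO alone for no effect and ferristatin control at 100 nM for full effect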
PREPL inh: inhibitors of human prolyl oligopeptidase-like enzyme PREPL | recombinant PREPL, fluorescence polarization activity-based probe | inhibition, % at 5.96 µM | actives 0.68% (n = 320,000); in the data active = inhibition above about 43%;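 also: 0% = enzyme with DMSO and 100% = wells lacking enzyme; many of its hits are not listed in these tables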
Target sequence (Q4J6C6 whole entry, looked up): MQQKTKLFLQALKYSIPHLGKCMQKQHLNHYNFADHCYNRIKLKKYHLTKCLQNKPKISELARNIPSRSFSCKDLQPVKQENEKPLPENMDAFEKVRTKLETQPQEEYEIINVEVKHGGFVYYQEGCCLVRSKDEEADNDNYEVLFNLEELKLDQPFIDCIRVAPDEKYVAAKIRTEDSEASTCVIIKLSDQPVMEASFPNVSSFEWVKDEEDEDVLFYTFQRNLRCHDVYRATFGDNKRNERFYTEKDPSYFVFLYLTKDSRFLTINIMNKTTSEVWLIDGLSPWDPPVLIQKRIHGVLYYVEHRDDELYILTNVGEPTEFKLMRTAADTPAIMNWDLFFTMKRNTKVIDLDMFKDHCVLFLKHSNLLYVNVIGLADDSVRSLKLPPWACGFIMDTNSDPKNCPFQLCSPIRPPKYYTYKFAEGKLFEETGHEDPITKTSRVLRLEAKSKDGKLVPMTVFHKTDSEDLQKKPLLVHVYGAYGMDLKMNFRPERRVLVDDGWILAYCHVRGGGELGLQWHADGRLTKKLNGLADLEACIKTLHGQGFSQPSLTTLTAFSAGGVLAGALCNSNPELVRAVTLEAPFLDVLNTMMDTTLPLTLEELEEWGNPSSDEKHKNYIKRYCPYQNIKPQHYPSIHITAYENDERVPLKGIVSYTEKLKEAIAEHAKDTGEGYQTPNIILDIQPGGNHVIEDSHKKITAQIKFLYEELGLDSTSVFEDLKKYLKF
Efflux pump mplx: inhibitors of Candida antifungal efflux pumps expressed in yeast; actives 0.44% (n = 330,000); S. cerevisiae Candida pump triplex, Nile Red efflux; inhibition, % at 10 µM; AID 485275;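 active = plate passing quality check with inhibition over a set limit, or well fluorescence over plate mean plus 4 SD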;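 also: Nile Red retained in pooled yeast measured as flow cytometry median fluorescence; 0% = buffer negative control and 100% = Enniatin B positive control; higher means more Nile Red kept so more efflux inhibition; some compounds called inactive have numbers as strong as hits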
PP1 inh: blocks human PP1-alpha phosphatase, a PP5 counter-screen; P62136; actives 0.9% (n = 320,000); inhibition, % at 6.7 µM; AID 2235; purified PP1alpha, OMFP fluorescence;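 active = inhibition above the mean inhibition of all tested compounds plus 3 SD, computed separately for each screening campaign, cut at about 15% in these data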
JMJD2C inh: inhibitors of human GASC-1 (JMJD2C) demethylase | Q9H3R0 | GST-JMJD2C(1-420) H3K9me3 demethylation, DELFIA europium | inhibition, % at 2.35 µM | actives 0.069% (n = 330,000) | AID 2099;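 active = more than half of a compound's replicate wells show inhibition beyond 50%, single wells judged on their own value; inconclusive = some, but no more than half, of replicates pass 50% inhibition; inactive = no replicate passes 50% inhibition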;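 also: signal counts dimethyl H3K9 product captured on neutravidin plate; 0% = median of DMSO wells and 100% = 0.3 times that DMSO median; strong numbers were not always called active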
Target sequence (Q9H3R0 1-420 limits assumed): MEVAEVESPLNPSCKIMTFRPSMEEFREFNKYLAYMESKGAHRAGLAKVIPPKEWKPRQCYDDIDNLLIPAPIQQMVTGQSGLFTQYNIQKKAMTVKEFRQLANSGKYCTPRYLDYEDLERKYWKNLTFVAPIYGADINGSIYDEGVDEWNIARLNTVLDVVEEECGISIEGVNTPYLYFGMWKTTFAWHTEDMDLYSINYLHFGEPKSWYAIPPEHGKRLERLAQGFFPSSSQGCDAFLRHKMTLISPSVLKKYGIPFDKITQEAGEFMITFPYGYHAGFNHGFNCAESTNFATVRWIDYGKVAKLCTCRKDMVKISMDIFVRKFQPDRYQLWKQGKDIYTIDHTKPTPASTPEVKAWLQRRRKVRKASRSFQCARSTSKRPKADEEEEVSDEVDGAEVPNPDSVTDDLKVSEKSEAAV
LYPLA2 counter: LYPLA2 (human) inhibition in PME1 counter-screen | O95372 | recombinant LYPLA2, FP-Rh probe fluorescence polarization | inhibition, % at 5.9 µM | actives 0.38% (n = 320,000);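 active = inhibition above the screen-wide mean plus 3 SD, limit set per campaign, cut at about 26% in these data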;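 also: 0% = LYPLA2 with DMSO and 100% = wells lacking LYPLA2 enzyme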
PP5 primary: blocks human protein phosphatase 5 activity | purified PP5c, OMFP substrate fluorescence | inhibition, % at 6.7 µM | actives 0.18% (n = 320,000);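 active = inhibition above the campaign's mean inhibition across all tested compounds plus 3 SD, cut at about 9.5% in these data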;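 also: 0% = DMSO only and 100% = 100 µM cantharidin control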
Starred values were filed as active, the others as inactive; ? = inconclusive; nt = no result given; & = joins results of further samples. The list is partial; count on the stated rates, not on these rows.

SMILES | core dimer inh | Fh CTSL1 inh | TPT1 inh | PREPL inh | Efflux pump mplx | PP1 inh | JMJD2C inh | LYPLA2 counter | PP5 primary
N#CC1(c2ccccc2)CCCN1C(=O)c1ccc(Br)o1 (configuration not stated) | 2.6 | -2.4 | -1.7 | 2.2 | 0.0 | -0.8 | 2.4 | 3.6 | 2.0
Cc1cc(C)cc(N(CC(=O)O)S(=O)(=O)c2c(C)[nH]c(=O)[nH]c2=O)c1 | 3.5 | 0.8 | 0.8 | 17.4 | 0.9 | 1.9 | -7.2 | -6.0 | 0.8
CCCCCNCc1ccc(Cl)cc1 | 0.2 | 1.9 | 0.7 | 3.5 | 0.2 | -1.3 | -2.1 | 2.6 | -1.8
COC(=O)c1oc2ccccc2c1NC(=O)/C=C/C(=O)O | 7.7 | -2.5 | -7.9 | -1.9 | 0.2 | -7.0 | 75.4 | 2.4 | -0.1
Cc1ccc(S(=O)(=O)NCc2ccc(C(=O)N3CCN(c4ccccn4)CC3)cc2)cc1 | -2.5 | -1.5 | 4.6 | 4.4 | 0.1 | -5.9 | -19.9 | 5.5 | 5.0
CCC(c1nnnn1CCOC)N(Cc1ccc(C)cc1)Cc1cc2cc(OC)ccc2[nH]c1=O (configuration not stated) | 9.6 | 4.5 | -2.4 | 3.1 | -0.1 | -4.7 | 6.8&2.6 | -2.7 | 7.2
O=C(Cc1ccc(-n2c(=O)[nH]c3ccccc3c2=O)cc1)N1CCN(c2cccc(Cl)c2)CC1 | 15.7 | 1.7 | -3.6 | -10.4 | 0.0 | 4.0 | 17.3 | 50.8* | 0.8
Cc1ccc(S(=O)(=O)N(C)Cc2ccc(C(=O)N/N=C/c3ccc(OC(F)F)cc3OC(F)F)cc2)cc1 | 22.8 | 2.7 | -0.4 | -6.8 | -0.1 | 5.3 | 14.2 | -54.0 | 3.1
Cc1nc2nc(C)c(CCC(=O)NC(C)c3ccc4c(c3)OCCO4)c(C)n2n1 (configuration not stated) | -4.4 | 5.5 | -2.6 | -13.2 | -0.1 | -3.6 | 110.9 | -0.8 | -1.3
CCN(CC)S(=O)(=O)c1cc(NC(=O)CN2CCN(c3ccccn3)CC2)ccc1C | -0.6 | -8.2 | -1.4 | -5.4 | 0.0 | -7.8 | -7.8 | -4.0 | 1.6
Nc1ccc(NC(=O)c2cccc(C(=O)Nc3ccc(N)cc3Cl)c2)c(Cl)c1 | -0.3 | -5.5 | 1.3 | 10.5 | 0.0 | -2.4 | -2.8 | 1.5 | 0.4
Cc1ccccc1NC(=O)Cn1c(C)nc2ccc(NC(=O)C3CC3)cc2c1=O | 4.4 | 1.5 | -6.0 | 2.3 | -0.1 | -3.6 | 2.2 | -3.8 | -0.6
COc1ccc(Cn2c(=O)[nH]c3cc(C(=O)N4CCN(c5ccccn5)CC4)ccc3c2=O)cc1 | 8.2 | 0.9 | 2.5 | 13.5 | 0.0 | -3.2 | -8.7 | 0.3 | -1.8
O=C(NCCc1ccccc1Cl)C1CCC(=O)N(CCCc2ccccc2)C1 (configuration not stated) | 2.5 | 1.2 | 0.2 | 6.7 | 0.1 | -1.1 | -4.1 | 0.7 | -1.9
CC(Nc1ccc(Cl)cc1)C(=O)NN (configuration not stated) | -3.1 | 0.9 | -0.4 | 17.0 | 0.2 | -7.1 | -13.0 | -0.9 | 1.1
O=C(NCCCN1CCCC1=O)c1ccc([N+](=O)[O-])s1 | -10.2 | 2.9 | -2.6 | 19.1 | -0.1 | -6.8 | 4.7 | -0.3 | -0.9
Cc1cccc(N2CCN(C(=O)Cn3cccc3C(=O)c3ccccc3)CC2)c1C | 15.4 | -0.3 | -16.1 | -0.8 | 0.0 | 1.9 | ? | 3.3 | 5.1
COc1cccc(-c2n[nH]c3c2CCC3)c1 | 10.3 | -2.3 | -0.2 | -14.4 | 0.0 | -3.6 | -12.6 | -2.8 | 5.1
O=C(COc1cccc2cccnc12)Nc1nccs1 | 0.4 | -1.7 | 2.0 | 6.8 | 0.0 | 1.4 | -3.5 | 1.6 | 3.0
COc1cc(-n2nnnc2SC)c(OC)cc1Cl | -1.9 | 1.5 | -2.5 | 6.2 | -0.1 | -3.7 | -4.2 | 4.2 | 0.8
Cc1ccc(C2/C(=C(/O)c3ccccc3)C(=O)C(=O)N2CCN2CCOCC2)o1 (configuration not stated) | -0.2 | -4.3 | 4.0 | 1.6 | 0.1 | -3.0 | 1.5 | 0.0 | 2.6
Cc1cc(C)nc(Nc2nc3ccccc3s2)n1 | 0.5 | 4.2 | 1.9 | 10.0 | 0.4 | -9.2 | -9.6 | -2.1 | -1.4
CC(O)C(=O)N/N=C/c1cccc(Cl)c1Cl (configuration not stated) | 1.0 | 1.8 | -4.9 | 2.8 | 0.0 | -2.2 | -3.6 | 6.0 | 3.5
CN(Cc1nc2ccccc2c(=O)[nH]1)C(=O)c1cc(C2CC2)nn1-c1ccccc1 | nt | nt | nt | 5.7 | 0.1 | -0.1 | -5.3 | 1.6 | 3.2
Cc1nn(-c2ccccc2)c(C)c1C(=O)N1CCN(S(=O)(=O)c2ccccc2)CC1 | nt | nt | nt | 5.5 | -0.6 | -2.8 | -13.3 | 1.0 | -1.7
(listing goes on)
SMILES | core dimer inh | Fh CTSL1 inh | TPT1 inh | PREPL inh | Efflux pump mplx | PP1 inh | JMJD2C inh | LYPLA2 counter | PP5 primary
CCOC(=O)c1c(C)[nH]c(C)c1S(=O)(=O)N1CCCCC1 | -5.5 | -4.3 | -1.2 | 15.2 | -0.1 | -4.5 | -21.2 | 0.8 | 1.6
Cc1cc(C)cc(Nc2ccc(C(=O)O)cc2[N+](=O)[O-])c1 | 1.9 | 2.2 | 0.4 | -7.9 | 0.0 | 1.0 | 5.4 | 1.3 | -1.3
CCOC(=O)c1ccc2nc(C)c(C)nc2c1 | -2.1 | -0.3 | 0.9 | 11.7 | 0.2 | -6.5 | 6.6 | -2.5 | 1.7
CCOc1ccc(CN2CCN(CCCc3ccccc3)CC2CCO)cc1 (configuration not stated) | -3.8 | -7.6 | 2.5 | -11.1 | 0.1 | -0.4 | -0.5 | -2.2 | 2.8
COc1ccc2nc(NC(=O)CSc3nc4ccccc4o3)sc2c1 | 10.9 | 6.8 | -2.2 | 11.0 | 0.2 | 1.7 | -4.3 | -0.7 | -4.4
COC(=O)c1ccc(Cl)c(-c2ccc(/C=N/NC(=O)Nc3ccccc3)o2)c1 | 10.3 | 1.6 | 0.0 | 4.4 | 0.0 | 3.0 | 0.2 | -7.8 | 1.9
COc1ccc(NC(=O)CN(C)C(=O)c2ccc(COc3ccccc3)o2)cc1 | 2.1 | 0.6 | 1.1 | 0.7 | 0.1 | -7.2 | 0.1 | 5.6 | 0.0
Oc1c(C=Nc2cccc3cccnc23)sc2ccccc12 | -17.2 | -6.1 | 171.8* | 44.9* | 0.0 | 2.8 | -6.5 | 6.0 | 1.8
NNC(=S)Nc1cccc(-c2n[nH]c(=S)o2)c1 | 3.6 | 3.5 | 1.4 | 17.9 | -0.1 | 0.7 | 0.8 | -2.0 | -2.2
Cn1cnc([N+](=O)[O-])c1S(=O)(=O)c1cccc(Cl)c1 | 4.1 | 0.2 | 3.3 | 3.2 | 0.1 | 0.4 | -1.5 | 2.6 | 0.6
Cc1ccc(OCC(=O)NCc2cccs2)c([N+](=O)[O-])n1 | 2.2 | -0.5 | -0.9 | -6.4 | -0.1 | -1.7 | -0.4 | -7.7 | 3.0
O=C1c2cccnc2C(=O)N1Cc1ccc2c(c1)OCO2 | -13.2 | -0.9 | -1.3 | 14.3 | 0.0 | -6.1 | 1.3 | 5.6 | 0.2
Oc1c(N=NC(=S)Nc2ccccc2F)c2ccccc2n1Cc1ccc(Cl)cc1 | 10.2 | 2.7 | 3.0 | 11.5 | 0.0 | 0.5 | 2.1 | 9.5 | -0.9
CC1CN(Cc2nc3ccccc3c(=O)[nH]2)CC(C)O1 (configuration not stated) | 0.3 | 2.5 | -4.1 | 7.4 | -0.2 | -4.4 | 4.4 | 5.2 | 0.0
C/C(CC(=O)Nc1cccc(Cl)c1Cl)=N\NC(=O)c1ccccc1Br | -4.7 | -2.1 | -1.8 | -10.1 | -0.2 | -1.8 | 3.3 | 0.2 | -0.3
NS(=O)(=O)c1ccc(NCCCn2ccnc2)c([N+](=O)[O-])c1 | 11.7 | 2.9 | -0.9 | 7.5 | -0.1 | 1.5 | -1.8 | 22.6 | -0.2
COC(=O)c1cccc(NC(=O)CN2CCc3ccccc3C2)c1 | 0.8 | 2.2 | -0.6 | -19.2 | 0.0 | -2.5 | 3.1 | 5.9 | 3.5
Cc1ccc(O)c(N=Nc2ccc(S(=O)(=O)N3CCOCC3)cc2)c1 | -3.5 | 3.9 | 1.6 | 18.8 | 0.1 | -3.4 | -0.8 | 0.2 | 0.7
CCC(C)(C)NC(=O)CN(C(=O)CCC(=O)Nc1nccs1)c1cccc(C)c1 | 2.4 | 1.3 | -0.6 | -9.3 | 0.0 | -1.2 | 8.3 | 1.5 | -0.2
CCN(CC(=O)NCc1ccccn1)S(=O)(=O)c1ccc(OC)cc1 | -2.9 | 3.4 | 2.1 | -0.2 | 0.0 | 4.6 | 0.1 | -2.4 | 2.0
CC(Oc1ccc(Cl)cc1)c1ccc(C#N)c(=O)[nH]1 (configuration not stated) | 4.6 | 2.1 | -3.0 | 0.2 | 0.0 | -3.4 | 8.3 | 3.4 | -2.9
Cc1cc(NS(=O)(=O)c2ccc(NC(=O)Nc3ccc4c(c3)OCO4)cc2)no1 | -5.2 | -0.7 | 0.3 | 1.2 | -0.2 | -2.5 | 23.5 | -1.7 | -2.1
Cc1ccccc1C(=O)c1cccn1CC(=O)NCCN1CCN(c2cccc(C)c2C)CC1 | -4.4 | 3.6 | 0.6 | 19.6 | 0.3 | 6.1 | 29.3 | 4.7 | 3.9
Cn1c(CCN2CCN(c3ccccc3)CC2)nc2cc(NC(=O)c3ccco3)ccc21 | -6.0 | -3.1 | -5.8 | 9.2 | -0.2 | -3.8 | -31.0 | -3.1 | 0.3
Cc1cnc(NC(=O)CSc2nnc(-c3ccc(Cl)cc3Cl)n2N)s1 | 2.5 | -4.2 | 0.8 | -17.5 | 0.1 | -3.0 | nt | 4.9 | 3.7
The list continues.
SMILES | core dimer inh | Fh CTSL1 inh | TPT1 inh | PREPL inh | Efflux pump mplx | PP1 inh | JMJD2C inh | LYPLA2 counter | PP5 primary
COc1ccccc1C(=O)NCCN=C1NS(=O)(=O)c2ccccc21 | 2.2 | -0.6 | 0.0 | -17.6 | -0.1 | 1.7 | -16.3 | 0.5 | -0.5
CCOC(=O)c1cc(NC(=O)N2CCOCC2)c(C)nc1C | 0.5 | -3.4 | -2.8 | -1.7 | 0.2 | -2.5 | -12.8 | 1.5 | 1.6
CC(C)NC(=O)c1ccc(-n2nc(C(F)(F)F)c3c2CCCC3)cc1 | -0.9 | -4.7 | -3.0 | 6.1 | 0.5 | 13.6 | 0.5 | -8.0 | 1.7
Cc1ccc(S(=O)(=O)NCC(=O)N/N=C/c2ccc(Cl)cc2)cc1 | -5.1 | 3.6 | -2.1 | -44.5 | 0.1 | -2.5 | 4.2 | 8.1 | -1.3
O=C(NC(=S)N1CCCC1)c1ccccc1F | nt | nt | nt | 1.8 | 0.0 | -3.1 | 4.3 | -3.0 | -1.1
Cc1nc(-c2cccnc2)sc1C(=O)Nc1ccc(Cl)cc1 | -5.3 | 4.1 | 1.6 | -9.2 | 0.0 | -0.3 | -5.6 | -0.5 | 4.2
